Bioassay records: PubChem BioAssay, Sanford-Burnham Center for Chemical Genomics
NLRP3 yeast inh: NALP3 inflammasome inhibitors in reconstituted yeast, primary screen, luminescence, uHTS | Yeast reconstituted NLRP3/ASC/caspase-1, beta-gal luminescence, 24 h | inhibition, % at 10 µM | hit rate 0.39% among 330,000;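 active means inhibition of 50% or more; inactive means inhibition below 50%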;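 further: plate controls were induced DMSO wells for no effect and uninduced yeast grown without galactose for full effect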
APOBEC3G inh: APOBEC3G DNA deaminase inhibitors, primary screen, biochemical, fluorescence, single-stranded DNA substrate, uHTS. DNA dC->dU-editing enzyme APOBEC-3G (Homo sapiens), Q9HC16. recombinant A3G, ssDNA deamination FAM/TAMRA fluorescence. inhibition, % at 20 µM. hit rate 0.28% among 330,000. AID 493012, 2011;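 active means inhibition of at least 40% at 20 µM, with no more than 30% in the related APOBEC3A deaminase screen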;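 further: plate controls were DMSO wells with A3G for no effect and wells lacking A3G enzyme for full effect; some compounds called inactive have numbers as strong as hits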
Target sequence (Q9HC16 whole entry, looked up): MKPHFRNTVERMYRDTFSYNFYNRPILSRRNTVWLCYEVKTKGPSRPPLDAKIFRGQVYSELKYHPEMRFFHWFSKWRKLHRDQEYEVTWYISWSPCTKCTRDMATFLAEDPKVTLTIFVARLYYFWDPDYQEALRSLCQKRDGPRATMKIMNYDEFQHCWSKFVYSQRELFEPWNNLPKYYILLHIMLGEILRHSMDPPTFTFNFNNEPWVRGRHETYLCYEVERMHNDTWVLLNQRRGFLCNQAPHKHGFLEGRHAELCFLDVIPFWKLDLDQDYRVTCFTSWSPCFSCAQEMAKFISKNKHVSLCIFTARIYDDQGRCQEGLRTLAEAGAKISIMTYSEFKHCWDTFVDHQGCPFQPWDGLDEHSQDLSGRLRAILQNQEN
mIAP act: activators of mouse IAP, primary screen, biochemical, luminescence, uHTS; activation factor at 10 µM; muIAP, CDP-Star luminescence, 30 min; active compounds read high; 1 = vehicle-only enzyme signal, 0 = enzyme-free wells; AID 2805, 2010; hit rate 0.24% among 330,000;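 active means activation factor of at least 2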; further: the source names both 10 and 20 µM as test concentration; values of inactives mirror those of a sister screen read the other way
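System: Mouse IAP enzyme | Also added: CDP-Star substrate | Dosing: Compounds dispensed in DMSO | Schedule: 30 min enzyme-substrate-compound incubation at room temperature | Technique: Chemiluminescence readout | Control set: DMSO-only wells and no-enzyme negative control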
hIAP activ: human IAP activators, primary screen, biochemical, luminescence, uHTS; purified human IAP, CDP-Star luminescence, 30 min; active compounds read high; 1 = vehicle-only enzyme, 0 = enzyme-free background; activation factor at 10 µM; AID 2524, 2010; hit rate 0.16% among 330,000;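 active means activation factor of the enzyme at least 2-fold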; further: the source names both 10 and 20 µM as test concentration; values of inactives mirror those of a sister screen read the other way
mIAP inh: inhibitors of mouse IAP, primary screen, biochemical, luminescence, uHTS | intestinal alkaline phosphatase [Mus musculus] | hit rate 0.2% among 330,000 | purified mouse IAP, CDP-Star luminescence, 30 min | AID 2806, 2010 | inhibition, % at 10 µM;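 active means inhibition of at least 40% at 10 µM in the primary screen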;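 further: plate controls were DMSO with enzyme for no effect and no enzyme wells for full effect; values of inactives mirror those of a sister screen read the other way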
A3A deaminase: APOBEC3A ssDNA deaminase inhibitors, primary screen, selectivity assay for APOBEC3G inhibitor project, biochemical, FAM/TAMRA oligo cleavage fluorescence; DNA dC->dU-editing enzyme APOBEC-3A (Homo sapiens), P31941; AID 493011, 2011; recombinant A3A, FAM/TAMRA ssDNA deamination fluorescence; hit rate 0.41% among 330,000; inhibition, % at 20 µM;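 active means at least 40% inhibition at 20 µM here, with at most 30% in a related deaminase screen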;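 further: plate controls were A3A with DMSO for no effect and wells lacking A3A enzyme for full effect; some results filed as inactive read as strong as hits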
Target sequence (P31941 whole entry, looked up): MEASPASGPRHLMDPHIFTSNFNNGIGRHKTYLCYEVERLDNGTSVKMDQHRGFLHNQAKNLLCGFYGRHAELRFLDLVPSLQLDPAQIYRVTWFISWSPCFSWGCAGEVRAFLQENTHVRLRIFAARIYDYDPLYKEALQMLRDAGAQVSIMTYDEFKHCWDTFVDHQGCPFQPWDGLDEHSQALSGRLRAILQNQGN
beta cell repl: inducers of MIN6 beta-cell proliferation, primary screen, ATP luminescence, uHTS. hit rate 0.29% among 330,000. proliferation, % at 10 µM. MIN6 cells proliferation, ATPlite luminescence, 48 h; cells starved in 0.2% serum; 100% = growth in 10% serum. AID 2380, 2010;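 active means compounds whose signal lies at least 3.5 SD above the mean of all wells on their plate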;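 further: 0% = DMSO-treated cells in low-serum medium and 100% = 10% serum control; some compounds called inactive have numbers as strong as hits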
SENP1 FRET inh: human SENP1 catalytic domain inhibitors, primary screen, biochemical, FRET, uHTS; AID 624204, 2012; recombinant SENP1 catalytic domain, CyPet-SUMO1-YPet FRET cleavage; hit rate 0.21% among 360,000; Sentrin-specific protease 1 (Homo sapiens), Q9P0U3; inhibition, % at 10 µM;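 active means inhibition at least 30% at 10 µM, raw YFP signal under a set limit, fluorescence ratio 0.5 to 1.5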;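 further: 0% = enzyme with DMSO and 100% = no enzyme wells; some results filed as inactive read as strong as hits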
Target sequence (Q9P0U3 419-644 limits assumed): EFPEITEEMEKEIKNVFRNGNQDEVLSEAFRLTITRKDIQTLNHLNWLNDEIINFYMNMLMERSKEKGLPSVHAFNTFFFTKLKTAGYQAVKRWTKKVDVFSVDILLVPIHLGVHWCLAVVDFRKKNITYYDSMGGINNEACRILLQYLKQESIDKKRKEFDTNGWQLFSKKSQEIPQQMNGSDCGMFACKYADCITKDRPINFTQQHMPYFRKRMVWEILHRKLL
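Material: hSENP1 catalytic domain, recombinant; medium: Tris pH 8 with BME, BSA, NP40 and catalase; compound: single concentration of 10 µM compound, 0.5% DMSO final; technique: FRET read of cyan and yellow fluorescence; timing: 50 min enzyme reaction, room temperature, light-protected; reagent: SFCypet-SUMO1-SFYpet substrate at 25 nM; control set: no-enzyme low, enzyme-DMSO high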
hIAP inh: human IAP inhibitors, primary screen, biochemical, luminescence, uHTS; purified IAP, CDP-Star luminescence, 30 min; inhibition, % at 10 µM; AID 2544, 2010; Intestinal-type alkaline phosphatase (Homo sapiens), P09923; hit rate 0.12% among 330,000;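 active means inhibition reaching a set limit with compound at 10 µM in the primary screen, cut at about 35% in these data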;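 further: plate controls were DMSO wells with enzyme for no effect and no-enzyme buffer wells for full effect; values of inactives mirror those of a sister screen read the other way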
Starred values were filed as active, the others as inactive; · = no result given.

SMILES	NLRP3 yeast inh	APOBEC3G inh	mIAP act	hIAP activ	mIAP inh	A3A deaminase	beta cell repl	SENP1 FRET inh	hIAP inh
CCc1nc2oc3ccccc3c(=O)c2c(=O)n1-c1ccccc1	13	-5	0.96	0.85	4	-14	3	0	15
O=C(c1cnn(-c2ccccc2)c1)c1ccccc1O	30	-2	1	1	-3	1	-2	-3	-4
COc1ccc(NC(=O)Cn2nnc(-c3ccccc3NC(=O)C3CC3)n2)cc1	7	-4	1.1	0.91	-7	-4	-4	3	9
COc1ccc(CCNC(=O)Cc2c(Cl)cccc2Cl)cc1	31	3	1.1	1.1	-6	44*	-1	0	-7
O=C(CSc1nc2ccccc2s1)N1c2ccccc2Sc2ccc(C(F)(F)F)cc21	14	-3	0.98	0.93	2	-6	-5	-1	7
COc1ccccc1CNC(=O)C1CCC(CNS(=O)(=O)c2ccccc2)CC1 (configuration not stated)	-3	-3	1	1	0	-2	-3	3	-1
COc1ccc(N2C(=O)CC(c3ccc(OC(C)C)cc3)C2=O)cc1 (configuration not stated)	8	-4	0.95	0.94	4	-5	0	1	6
CCOC(=O)CSC1=C(C#N)C(c2ccccc2F)C(C(C)=O)=C(C)N1 (configuration not stated)	-3	-1	0.95	0.77	5	0	1	-9	23
COc1ccc(C(=O)O)cc1NCc1cccnc1	17	0	1.1	1.2	-6	-6	-1	0	-17
Brc1ccsc1/C=N/Nc1ccccc1	-10	-4	0.89	0.82	11	-4	-1	-12	18
S=C(Nc1cccc(Cl)c1)NC1CC2CCCC(C1)N2C1CCCC1 (configuration not stated)	13	-6	2.2*	1	-120	-6	-4	-2	-4
O=C(CSc1nncs1)Nc1ccc2c(c1)OCO2	17	-12	1	0.87	-4	-2	2	1	13
Cc1cccc(-n2c(Cc3cc(=O)[nH]c(=O)[nH]3)nnc2SCC(=O)Nc2cccc(C(F)(F)F)c2)c1	14	7	0.99	1	0	3	0	2	-4
CCOC(=O)c1c(NC(=O)CSc2nnc(C)c(=O)[nH]2)sc2c1CCCC2	8	2	1	0.9	-4	3	-3	1	10
CN(Cc1cccs1)C(=O)CCNS(=O)(=O)c1ccc(Br)cc1	18	-6	1.1	0.84	-9	-2	10	0	16
C=CCn1c(O)c(C2=c3ccccc3=NC2=O)s/c1=N/c1nccs1	16	-14	0.84	1	16	-2	-6	7	0
CCc1ccc(OCCNC(=O)c2ccccc2SCc2ccccc2)cc1	22	-1	1.1	1.1	-10	2	-1	0	-11
O=C(NC1CCCCC1)N1CCSC1=Nc1ccccc1	16	-7	1.1	1.1	-6	-5	-6	1	-12
CCCn1c(=S)[nH]c2cc(C(=O)N(CCO)Cc3ccccc3)ccc2c1=O	18	-4	0.95	1.1	5	-4	-4	2	-12
[O-]/[N+](=C/c1ccccc1)c1ccccc1	-7	-8	0.99	0.93	1	-4	-1	1	7
NS(=O)(=O)c1ccc(CCNc2ccc(C(F)(F)F)cn2)cc1	15	-4	0.94	0.99	6	-1	0	-1	1
O=C1[C@@H]2C3C=CC(O3)[C@@H]2C(=O)N1c1ccccc1	1	5	1.1	1	-5	-2	-2	·	0
COc1ccccc1NS(=O)(=O)c1ccc(C)c(C(=O)NCC(c2ccco2)N(C)C)c1 (configuration not stated)	7	-5	0.97	0.99	3	0	1	0	0
Cc1c(CCOC(=O)C23CC4CC(CC(C)(C4)C2)C3)sc[n+]1CC(=O)c1ccccc1	19	12	0.57	0.84	43*	1	-6	2	16
Brc1ccc2c(c1)C(c1ccc(N3CCOCC3)cc1)=NNC(c1cccs1)=N2	4	2	0.93	1	7	3	-5	49	-3
SMILES	NLRP3 yeast inh	APOBEC3G inh	mIAP act	hIAP activ	mIAP inh	A3A deaminase	beta cell repl	SENP1 FRET inh	hIAP inh
O=C(CN1C(=O)C2CCCN2C(=O)c2ccccc21)Nc1ccccc1-n1cccc1 (configuration not stated)	8	-4	0.98	0.96	2	2	1	·	4
COc1ccc(NC(=O)c2cccc(S(=O)(=O)N3CCCCC3)c2)c(OC)c1	24	-2	0.96	1	4	-4	-3	0	-2
C/C(=C\C(=O)c1cccnc1)Nc1ccc(C(=O)O)cc1	-9	3	1.1	0.96	-8	12	2	1	4
CC(NC(=O)/C(C#N)=C/c1cn[nH]c1-c1ccccc1)c1ccccc1 (configuration not stated)	9	2	1.1	1.3	-14	4	0	4	-28
CCCCOC(=O)c1nnc(-c2ccc(Cl)cc2)o1	21	-7	0.97	1.5	2	-1	0	0	-50
O=C(Nc1ccc(N2CCCC2=O)cc1)c1cccc(F)c1	11	2	1.1	1.1	-12	2	-2	2	-7
O=C(NC1CCCCC1)c1cc(-c2ccccc2O)on1	7	-6	0.98	1.1	2	-1	-1	-6	-11
CNC(=O)[C@@]1(Cc2ccccc2)C=C[C@@H](C)N1C(C)=O	12	-5	1	0.97	-3	-3	-3	-4	3
CCCn1nnnc1NCc1ccccc1Cl	23	-6	1	1	-1	3	-1	0	-1
O=C(COc1ccccc1Cl)NCCC1=CCCCC1	12	0	0.96	0.95	4	3	-1	0	5
CC1CCc2c(sc3ncn(CC(=O)N4CCCCC4)c(=O)c23)C1 (configuration not stated)	15	-3	1	1.1	-2	-6	-1	1	-5
Cc1c(CC(=O)NCC(=O)NCC(=O)O)c(=O)oc2cc3c(cc12)CCC(C)(C)O3	15	-3	1	0.96	-2	-1	0	-3	4
CCN=C1S/C(=C/c2ccc(-c3ccc(Cl)cc3C(=O)O)o2)C(=O)N1CC	24	1	0.99	0.89	1	9	4	-23	11
O=C(NCC(=O)N1CCN(C/C=C/c2ccccc2)CC1)c1ccc(Br)cc1	24	-4	0.98	0.92	2	1	-2	2	8
COc1ccccc1C(=O)NCCC(=O)Nc1ccncc1	-4	-4	0.97	0.94	3	0	1	1	6
Cc1cc2oc(=O)cc(CN3CCc4ccccc43)c2cc1Cl	2	0	0.8	1	20	4	-1	-20	-4
COc1cc(C(=O)N/N=C(\C)c2ccc(NC(=O)Cc3ccccc3)cc2)ccc1O	3	-6	1	1.1	-1	-2	5	1	-8
COC(=O)c1ccc(C(=O)OC)c(NC(=S)N2CCC(C)CC2)c1	12	-8	0.96	0.9	4	-7	-1	-72	10
Cc1cc(C)c(C#N)c(SCC(=O)Nc2ccccc2C(N)=O)n1	4	-2	1	0.94	-4	1	-6	-73	6
O=C(NCc1cccs1)C1CCCN(S(=O)(=O)c2cnc[nH]2)C1 (configuration not stated)	-5	0	0.87	0.93	13	3	0	-3	7
S=C1NC[C@H](Cc2cccc3ccccc23)N1CC1CCCCC1	5	-10	1.1	1.1	-11	-5	-9	0	-12
CCOC(=O)C1C(=O)Nc2nc(C)nn2C1c1ccccc1 (configuration not stated)	9	-5	1	1	-1	0	5	2	-3
N#C/C(=C\c1ccco1)C(=O)Nc1ccc(S(N)(=O)=O)cc1	-1	-16	0.93	0.81	7	-1	-1	-3	19
COc1ccc(/C=N/NC(=O)C2C3CCCCC32C)cc1OC (configuration not stated)	11	-4	1	0.9	0	2	-1	-2	10
Cc1ccc(NC(=O)N2CCN(C)CC2)cc1NC(=O)N1CCN(C)CC1	15	-4	1.1	1.2	-15	-3	1	1	-22
Cc1ccc(S(=O)(=O)N/N=C2/CC(c3ccccc3)Oc3ccccc32)cc1[N+](=O)[O-] (configuration not stated)	-3	-6	0.89	1	11	-3	-6	1	-2
Nc1ccc(N=Nc2ccccc2)c2ccccc12	34	1	0.81	0.69	19	3	-5	1	31
CC(OC(=O)c1cccc(-n2cnnn2)c1)C(=O)c1ccccc1 (configuration not stated)	14	-5	0.97	1.1	3	0	2	2	-7
O=C1C(C2=NC(C(=O)O)C3C(=O)N(c4ccc(Cl)cc4)C(=O)C23)=C(O)c2ccccc21 (configuration not stated)	6	-2	0.96	1.1	4	3	0	2	-5

Nothing new here: an excerpt of the list.
SMILES	NLRP3 yeast inh	APOBEC3G inh	mIAP act	hIAP activ	mIAP inh	A3A deaminase	beta cell repl	SENP1 FRET inh	hIAP inh
COc1ccccc1CNC(=O)C1CCC(CNS(=O)(=O)c2ccccc2)CC1 (configuration not stated)	-3	-3	1	1	0	-2	-3	3	-1
COc1ccc(N2C(=O)CC(c3ccc(OC(C)C)cc3)C2=O)cc1 (configuration not stated)	8	-4	0.95	0.94	4	-5	0	1	6
CCOC(=O)CSC1=C(C#N)C(c2ccccc2F)C(C(C)=O)=C(C)N1 (configuration not stated)	-3	-1	0.95	0.77	5	0	1	-9	23
COc1ccc(C(=O)O)cc1NCc1cccnc1	17	0	1.1	1.2	-6	-6	-1	0	-17
Brc1ccsc1/C=N/Nc1ccccc1	-10	-4	0.89	0.82	11	-4	-1	-12	18
S=C(Nc1cccc(Cl)c1)NC1CC2CCCC(C1)N2C1CCCC1 (configuration not stated)	13	-6	2.2*	1	-120	-6	-4	-2	-4
O=C(CSc1nncs1)Nc1ccc2c(c1)OCO2	17	-12	1	0.87	-4	-2	2	1	13
Cc1cccc(-n2c(Cc3cc(=O)[nH]c(=O)[nH]3)nnc2SCC(=O)Nc2cccc(C(F)(F)F)c2)c1	14	7	0.99	1	0	3	0	2	-4
CCOC(=O)c1c(NC(=O)CSc2nnc(C)c(=O)[nH]2)sc2c1CCCC2	8	2	1	0.9	-4	3	-3	1	10
CN(Cc1cccs1)C(=O)CCNS(=O)(=O)c1ccc(Br)cc1	18	-6	1.1	0.84	-9	-2	10	0	16
C=CCn1c(O)c(C2=c3ccccc3=NC2=O)s/c1=N/c1nccs1	16	-14	0.84	1	16	-2	-6	7	0
CCc1ccc(OCCNC(=O)c2ccccc2SCc2ccccc2)cc1	22	-1	1.1	1.1	-10	2	-1	0	-11

Quoted from the listing.
Result for COc1ccc(NC(=O)c2cccc(S(=O)(=O)N3CCCCC3)c2)c(OC)c1 in beta cell repl: -3
Result for CCN=C1S/C(=C/c2ccc(-c3ccc(Cl)cc3C(=O)O)o2)C(=O)N1CC in hIAP activ: 0.89
Result for CC(OC(=O)c1cccc(-n2cnnn2)c1)C(=O)c1ccccc1 (configuration not stated) in hIAP inh: -7

An excerpt; rates above refer to the full screens.
